12-LOX inh: blocks human arachidonate 12S-lipoxygenase; Potency, µM (top dose mostly 108 µM), for the others: top-dose activity change, negative = inhibition, hits mostly inhibitors; AID 1671190; purified 12hLO, xylenol orange hydroperoxide absorbance; 1.1% of 580,000 active; note: potency is the fitted concentration of half-maximal effect; % is set by controls: 0 for no effect and ±100 for the full control effect
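Purified human 12hLO at 150 nM in 25 mM Hepes, 0.01% Triton X-100, pH 7.0, preincubated 15 min at room temperature with compound. Reaction started with 40 uM arachidonic acid, 30 min at room temperature. Hydroperoxide measured by Fe-xylenol orange, 573/405 nm absorbance ratio.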
D2 antag: D2 dopamine receptor (human) antagonism; P14416; HEK293 TREx D2 cells, calcium flux, dopamine EC80; inhibition, % at 10 µM; 2% of 340,000 active; in the data active = inhibition above about 30%; note: 0% is about no effect
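Inhibition of EC80 dopamine-driven calcium flux, recorded kinetically, defines activity here; cells are a tetracycline-induced HEK293 T-REx line expressing force-coupled D2.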
D2 agonist: activates the human D2 dopamine receptor | activation, % at 2 µM | 0.53% of 340,000 active | HEK293 T-REx D2 cells, calcium flux agonist mode;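 active = activation over 3 SD above normal in the single-dose calcium agonist read, cut at about 30% in these data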; note: 0% is about no effect
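HEK293 Trex D2 cells, tetracycline-induced, o/n 30 C 5% CO2; no-wash Ca dye, RT 30–90 min; 10-cycle baseline, 23 nl cpd added, kinetic Ca read 180 s; agonist hits = positive Ca response.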
Vif-APOBEC3F blk: Vif-A3F binding inhibition; HeLa A3F-eYFP + Vif (tagged APOBEC3F with the HIV-1 protein that degrades it), YFP fluorescence increase; Potency, µM (highest dose often 46.1 µM), without a hit: at the top dose activity, negative = active; 0.2% of 390,000 active; AID 602313; note: potency is the fitted concentration of half-maximal effect; % of control where 0% means no effect; nearly all actives have a fitted effect of over 65% in size
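Fluorescence increase (Ex 488/Em 500-530) after overnight compound treatment at 37 deg C flags inhibition of Vif-driven A3F-eYFP loss in stable HeLa A3F-eYFP/Vif cells seeded overnight beforehand.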
Glioma ERSR ind: induces the endoplasmic reticulum stress response in human glioma cells. U87-MG GRP78 promoter luciferase reporter, 16 h. Potency, µM, without a hit: top-dose activation, most hits filed as activators. 0.02% of 420,000 active. AID 602332; note: potency is the fitted concentration of half-maximal effect; series mostly up to about 76 µM; % of control where 0% means no effect; nearly all actives have a fitted effect of over 35% in size
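ERSR induction read as luciferase luminescence (Bright-Glo, 10 min at room temperature) in stably transfected human U87-MG glioma cells exposed to compounds for 16 h, using GRP78 as sensor.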
Vif-A3G inh: blocks the Vif interaction with human APOBEC3G; Q9HC16; HeLa A3G-eYFP + Vif (tagged APOBEC3G with the HIV-1 protein that degrades it), YFP fluorescence, overnight; Potency, µM (highest dose often 46.1 µM), for inactives: at the highest dose activity, negative = active, actives largely listed as inhibitors; 0.076% of 410,000 active;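 note: potency is the fitted concentration of half-maximal effect; % is set by controls: 0 for no effect and ±100 for the full control effect; nearly all actives have a fitted effect of over 60% in size; hits raise eYFP signal because A3G escapes Vif-driven loss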
Target sequence (Q9HC16 whole entry, looked up): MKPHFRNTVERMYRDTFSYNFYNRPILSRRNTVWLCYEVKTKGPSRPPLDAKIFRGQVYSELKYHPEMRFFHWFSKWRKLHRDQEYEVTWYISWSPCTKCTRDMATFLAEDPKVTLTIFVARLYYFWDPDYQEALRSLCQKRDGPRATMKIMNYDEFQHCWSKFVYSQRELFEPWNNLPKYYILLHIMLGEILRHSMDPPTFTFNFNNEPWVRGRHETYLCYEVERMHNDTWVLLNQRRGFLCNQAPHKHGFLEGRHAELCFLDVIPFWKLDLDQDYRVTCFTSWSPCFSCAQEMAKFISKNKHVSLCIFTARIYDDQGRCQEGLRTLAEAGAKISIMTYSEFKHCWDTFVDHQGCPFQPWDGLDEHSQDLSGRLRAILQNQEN
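Read-out is eYFP fluorescence (Ex 488/Em 500-530) from Vif-expressing HeLa A3G-eYFP cells; more signal means A3G escaped Vif-mediated degradation. Cells plated overnight, compound pinned in, incubated overnight at 37 deg C.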
LDHA inh: blocks human lactate dehydrogenase A; P00338; activity change, % (values are at about 110 or 230 µM); purified LDHA, NADH/diaphorase-resazurin fluorescence; hits give low values; 0.15% of 480,000 active; AID 1347041; in the data active = activity change below about -30%; inconclusive = mostly about -25% to -30%;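 note: plate controls were DMSO wells for no effect and wells without enzyme for full effect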
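Remaining NADH was detected by diaphorase (0.133 mg/mL) converting 37 µM resazurin to fluorescent resorufin, read at 0 and 20 minutes. The preceding 5-minute room-temperature reaction used 2 nM LDHA, 0.2 mM sodium pyruvate and 0.06 mM NADH at pH 7.4.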
ERG Ets-DNA blk: ERG Ets/DNA interaction inhibition. P11308. fluorescence polarization, His-ERG Ets domain / labelled DNA. Potency, µM (top dose mostly 76.9 µM), inactives show top-dose FP activity, negative = inhibition, actives largely listed as inhibitors. 0.028% of 370,000 active. AID 624246; active = well fitted inhibition curve with a large enough effect in the polarisation, with a control signal flat; inconclusive = small, poorly fitted or top-dose-only effect, or effect the other way, or a change in a side signal; inactive = no such curve, though single readings can be large or run the other way; the % refers to the polarisation;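 note: polarization taken with two DNA probes labelled with fluorescein and Texas red; potency is the fitted concentration of half-maximal effect; % of control where 0% means no effect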
Target sequence (P11308 whole entry, looked up, the tested form may be a part): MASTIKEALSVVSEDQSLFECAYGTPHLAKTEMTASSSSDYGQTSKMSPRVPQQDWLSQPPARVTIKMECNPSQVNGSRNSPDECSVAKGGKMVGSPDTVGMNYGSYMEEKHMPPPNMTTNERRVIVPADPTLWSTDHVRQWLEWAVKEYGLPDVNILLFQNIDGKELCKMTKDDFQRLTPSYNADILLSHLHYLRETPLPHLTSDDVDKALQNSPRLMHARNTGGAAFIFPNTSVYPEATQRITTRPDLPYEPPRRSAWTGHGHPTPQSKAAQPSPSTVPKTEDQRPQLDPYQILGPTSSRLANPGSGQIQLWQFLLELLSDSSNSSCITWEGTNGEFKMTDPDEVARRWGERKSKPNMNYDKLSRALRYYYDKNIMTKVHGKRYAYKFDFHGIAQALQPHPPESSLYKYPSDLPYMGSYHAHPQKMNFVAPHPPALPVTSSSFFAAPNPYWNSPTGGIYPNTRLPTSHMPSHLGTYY
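His-tagged ERG Ets domain (1 uM in the protein solution; 300mM KCl, 50mM Tris-HCl, 1mM EDTA, 1mM DTT, pH 7.5) received compound, then a probe mix of 5 nM fluorescein-DNA and 100nM Texas-615-DNA. Fluorescence polarization was read for both dyes.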
RGS4 inhibitor: blocks human RGS4-accelerated GTP hydrolysis | Potency, µM (doses to about 114 µM), inactives show top-dose activity change, negative = inhibition, usual class: inhibitors | Transcreener GDP fluorescence polarization, RGS4-accelerated GTP hydrolysis | P49798 | 0.039% of 390,000 active | AID 504845; note: potency is the fitted concentration of half-maximal effect; % is set by controls: 0 for no effect and ±100 for the full control effect; nearly all actives have a fitted effect of over 75% in size; some results filed as inactive show a strong effect at the top dose
Target sequence (P49798 whole entry, looked up): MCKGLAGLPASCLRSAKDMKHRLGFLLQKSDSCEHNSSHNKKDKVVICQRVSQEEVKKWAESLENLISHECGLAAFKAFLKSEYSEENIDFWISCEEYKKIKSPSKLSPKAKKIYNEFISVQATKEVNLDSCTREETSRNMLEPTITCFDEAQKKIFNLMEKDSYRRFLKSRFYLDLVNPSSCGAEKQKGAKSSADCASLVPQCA
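MLSMR compounds (23 nl, pin-transferred) preincubated 10 min at room temperature with a 500nM (2x) first reagent, then RGS4 at 900nM (2x) plus Transcreener GDP mix added; fluorescence polarization (620/688 nm) read before and after 90 min at 30 °C.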
Active calls of the source: *; ? = inconclusive; nt = no result given; & = joins results of further samples; [ ] = another dose, or the depositor's remark. Unless noted, calls come from the whole dose curve; as a rule, active = well fitted curve in the direction sought with a large enough effect; inconclusive = small, poorly fitted or top-dose-only effect, or another doubt; inactive = no such curve, though single readings can be large; an effect the other way counts as inactive or inconclusive. An excerpt; the hit share may differ from the screen's.

SMILES	12-LOX inh	D2 antag	D2 agonist	Vif-APOBEC3F blk	Glioma ERSR ind	Vif-A3G inh	LDHA inh	ERG Ets-DNA blk	RGS4 inhibitor
COCCNc1nc2c(S(=O)(=O)c3ccccc3)nnn2c2ccc(Cl)cc12	-8%	nt	nt	-6%	-3%	5%	2	-4%	11%
COCCn1c(=S)[nH]c2cc(C(=O)N3CCc4ccccc43)ccc2c1=O	0%	-17	-0.3	-3%	-4%	4%	0	-1%	-18%
CCOC(=O)c1ccc(NC(=S)NC(=O)C2CCCC2)cc1	40µM*	2	0.5	?	-1%	1%	-1	19%	-28%
COc1ccc(/C=N/NC2=NCCCCC2)c(OC)c1	-23%	30	1.6	3%	-3%	1%	-3	11%	-14%
O=C(O)CCn1c(C2CCCCC2)nc2ccccc21	-26%	-15	1.2	-16%	-5%	2%	-6	2%	-3%
Cc1cnc(C(=O)Nc2ccc(C(C)C)cc2)cn1	-8%	0	1.0	-11%	-2%	-9%	-16	9%	13%
O=C(COC(=O)COc1ccccc1[N+](=O)[O-])Nc1ccc(S(=O)(=O)N2CCCCC2)cc1	1%	3	-1.2	-6%	-2%	1%	-7	-1%	12%
CCOc1ccc(NC(=O)c2ccc(NC(=O)CSc3nc4ccccc4c(=O)[nH]3)cc2)cc1	2%	-7	0.9	-37%	-5%	1%	-1	1%	10%
CN1N=C(C(C)(C)C)CC1=O	0%	14	0.5	3%	-3%	-4%	35	-4%	-13%
CC1CC(C)CN(C(=O)CCc2nnc3ccc(N4CCCCC4)nn23)C1 (centres undefined)	?	0	0.4	0%	-1%	2%	0	4%	-17%[11.4 µM]
CC(C)CCN1C(=O)CCC1(C)C(=O)NC1CCCCCCC1 (centres undefined)	0%	-2	0.2	6%	-1%	0%	1	-1%	-33%
CC(=O)Nc1cccc(NC(=O)CSc2ccc3nnc(CCNC(=O)c4ccccc4)n3n2)c1	11%	4	0.5	-5%	-1%	5%	-3	-16%	-12%
CC1CCCCN1C(=O)CSc1nc2cc3c(cc2c(=O)n1Cc1ccc2c(c1)OCO2)OCO3 (centres undefined)	?	nt	nt	2%	-3%	6%	-3	-10%	-11%
CCCN1CCC(NC(=S)Nc2ccc(S(N)(=O)=O)cc2)CC1	-22%	-10	0.5	-11%	-1%	3%	-2	-12%	2%
CCc1nc2c(OCC=C(C)C)cccn2c1N(C)C(=O)c1ccc(OC)cc1	2%	nt	nt	nt	-1%	1%	2	nt	nt
c1ccc(CNc2nnnn2-c2ccccc2)cc1	0%	-16	0.7	4%	-3%	-1%	-14	0%	-15%
O=C(O)CNC(=O)CCCn1nnc2ccccc2c1=O	5%	nt	nt	0%	-3%	0%	-6	-16%	16%
N=C(N)SCc1nc2ccccc2c(=O)n1-c1ccccc1Cl	0%	nt	nt	-28%	13%	2%	-4	0%	-36%
CCCCN1C(=O)C(O)(c2c[nH]c3ccccc23)c2cc(Br)ccc21 (centres undefined)	?	nt	-0.1	-8%	-3%	-15%	-5	-6%	10%
O=C(c1ccco1)N1CCN(S(=O)(=O)c2cc(Cl)ccc2Cl)CC1	-9%	-5	0.9	-1%	-1%	0%	-12	-2%	-18%
CCc1ccc(C(=O)NCc2ccc(Cl)cc2)cc1	-20%	2	-1.3	-13%	5%	0%	-3	-3%	27%
Cc1ccc(C(=O)NCc2ccncc2)cc1S(=O)(=O)Nc1cccc(C)c1C	0%	3	-1.0	5%	-2%	-8%	0	2%	-7%
CCOC(=O)C(C)NC(=O)c1cc2c(=O)[nH]c3ccc(C)cc3c2s1 (centres undefined)	-10%	nt	-0.5	-5%	?	-6%	-3	-5%	-18%
CNc1nc(OC)nc(N2CCOCC2)n1	-15%	-3	0.3	0%	-1%	0%	-12	3%	7%
Cn1c(CO)cnc1SCc1ccc([N+](=O)[O-])cc1	0%	nt	nt	7%	2%	2%	-9	6%	?

More structures follow.
SMILES	12-LOX inh	D2 antag	D2 agonist	Vif-APOBEC3F blk	Glioma ERSR ind	Vif-A3G inh	LDHA inh	ERG Ets-DNA blk	RGS4 inhibitor
CCCCN1C(=O)C2(NNc3ccccc3O2)c2ccccc21 (centres undefined)	?	-4	3.3	?	-3%	?	14	-2%	-25%
O=C(Nc1ccccc1N1CCCC1)C1CCN(S(=O)(=O)c2ccccc2C(F)(F)F)CC1	-12%	4	0.5	5%	-3%	1%	3	1%	-11%
O=C(O)C(NS(=O)(=O)c1ccccc1)C(O)c1ccccc1 (centres undefined)	-27%	-9	-0.6	5%	-4%	0%	-5	2%	15%
Cc1cccc(N(C)c2ccc3cc(S(=O)(=O)N4CCCC4)ccc3n2)c1	-15%&-29%	-16	0.9&-0.1	8%&-4%	2%&-4%	1%&0%	0&3	2%&-8%	30%&5%
O=C(COC(=O)c1nc(Cl)c(Cl)c(Cl)c1Cl)c1ccc[nH]1	-27%	-10	0.0	1%	-12%	?	-4	0%	-20%
O=C(CCl)N(c1ccccc1)c1ccccc1	-10%	-16	0.6	14%	-16%	-14%	-4	-2%	-16%
CCOc1c2ccc(C(=O)NCc3ccc(C)cc3)cc2nn1CC	-9%	3	-0.3	6%	0%	-1%	-6	5%	-5%
COc1ccc(NC(=O)CSc2nnc(C(C)C)n2N)cc1	-10%	-4	0.5	-12%	-4%	1%	1	15%	3%
CCOC(=O)c1c(NC(=S)Nc2ccc(C)cc2)sc2c1CCC2	?	-22	0.0	4%	-3%	0%	-6	-8%	3%
Cc1ccc(C(=O)NC(=C(Cl)Cl)S(=O)(=O)c2ccc(C)cc2)cc1	?	-1	-1.3	-13%	?	?	-1	-2%	20%
O=C(Cc1n[nH]c(=O)c2ccccc12)OCc1c(Cl)cccc1Cl	-6%	-8	-2.4	-7%	-4%	2%	-10	1%	-12%
COc1ccc(CC(=O)Nc2ccc(C(N)=O)cc2)cc1	-3%	-11	2.1	-25%	-6%	-5%	-15	-16%	3%
CC(=O)c1cccc(NS(=O)(=O)c2cccc(S(=O)(=O)c3ccc(Br)cc3)c2)c1	?	nt	-0.7	4%	-3%	-9%	-3	1%	-17%
CN(C(=O)CSc1nnc(-c2cccs2)n1N)c1ccccc1	?	nt	nt	-1%	-1%	1%	-3	5%	-11%
O=C(CCN=C1NS(=O)(=O)c2ccccc21)OCC(=O)c1ccccc1	-7%	-4	0.2	-23%	-1%	0%	-3	-4%	8%
Cc1ccccc1OCCC(=O)Nc1cc(S(=O)(=O)N2CCOCC2)ccc1OC(C)C	0%	-18	0.9	1%	-5%	-11%	-1	0%	-18%
O=C(O)/C=C\c1ccccc1Oc1ccc(F)cc1	2%	-14	-1.6	17%	0%	2%	-7	3%	27%
CC(C)Cc1ccc(S(=O)(=O)NCc2nc3cccnc3n2Cc2ccccc2)cc1	2%	nt	0.6	5%	-3%	8%	7	-7%	6%
O=C1CCC(=O)O1	13%	-8	0.0	-3%	-3%	3%	-10	1%	-3%
Cc1ccnc2nc(C(=O)OCC(=O)NC3CCC(C)CC3)nn12 (centres undefined)	-29%	-1	0.1	2%	-1%	-1%	-1	-5%	11%
CCOc1ccc(C(=O)CCC(=O)Nc2ncccc2O)cc1	?	-31	-0.1	?	1%	-5%	1	3%	19%
COc1cccc(Nc2nc(N)nc(C(F)(F)F)n2)c1	0%	-1	-0.7	-5%	8%	-5%	7	8%	4%
Cc1ccc(Cn2c(CO)cnc2SCc2ccc(F)cc2)cc1	-3%	nt	-1.4	9%	-1%	1%	-6	9%	-3%
Cc1cc(C)c(C(N)=O)c(Nc2cccc3ccccc23)n1	0%	-9	0.3	-30%	-3%	-2%	0	2%	14%
COc1cc(Br)cc(/C=C/c2ccc3cccc(O)c3n2)c1OC	-5%	-3	0.6	0%	-5%	2%	0	-5%	1%

Further compounds follow:
SMILES	12-LOX inh	D2 antag	D2 agonist	Vif-APOBEC3F blk	Glioma ERSR ind	Vif-A3G inh	LDHA inh	ERG Ets-DNA blk	RGS4 inhibitor
CCCCN(CC)CCNC(=O)c1cc2c(=O)oc3ccc(C)cc3c2s1	-30%	nt	1.0	1%	-1%	6%	-9	-3%	20%
Cn1cnc([N+](=O)[O-])c1Sc1nc(N)nc2c1ncn2C1CC(O)C(CO)O1 (centres undefined)	-1%	nt	nt	-33%	-1%	-5%	-6	-5%	-24%
COc1ccc(/C=N/NC(=O)c2nonc2N)cc1OC	0%	9	-1.1	4%	1%	1%	1	0%	-24%
Cn1ccnc1SCC(=O)Nc1cc(F)ccc1F	0%	6	-0.4	1%	0%	-4%	0	-2%	10%
COc1ccc(NC(=O)CNC(=O)c2sc3ccccc3c2Cl)c(OC)c1	3%	-2	-0.8	-2%	-3%	-7%	-3	0%	-23%
COc1ccccc1CN(Cc1nc2ccccc2c(=O)[nH]1)C(=O)Nc1cccc(C)c1	2%	-1	-1.5	-1%	-1%	-1%	-1	nt	4%
CSc1ccc(CN2CCC(C)(Oc3ccc(C(C)=O)cc3)C2)cc1 (centres undefined)	?	nt	nt	nt	-2%	-1%	-7	nt	nt
COc1ccc(-c2noc(CSc3nnc(-c4ccccc4)n3C)n2)cc1	-10%&12%	17	-0.1&0.1	0%&-6%	5%&2%	-2%&5%	-1&-12	3%&-4%	2%&25%
O=C(COC(=O)c1cccc(S(=O)(=O)NCc2ccccc2)c1)NCC1CCCO1 (centres undefined)	4%	-5	0.1	-6%	-4%	1%	-3	-2%	-2%
O=C(CSCc1ccc(F)cc1)Nc1ccccc1	20%	24	0.4	1%	4%	-4%	-1	1%	5%
